# rCAG RNA binder – binds r(CAG) RNA repeats; r(CAG) RNA repeat, TO-PRO-1 dye displacement fluorescence; inhibition, % at 3 µM; 370,000 tested, 1.3% active; AID 651821;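 active = inhibition above the plate cutoff, the mean of all test compounds on that plate plus 3 SD, cut at about 35% in these data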;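 also: 0% = DMSO alone and 100% = 100 µM mitoxantrone as full dye displacement; higher means more dye released from RNA so lower well fluorescence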
# GC-A act – GC-A (human) enzyme activation; P16066; HEK293 GC-A cells, cGMP TR-FRET, EC30 ANP; 0% at EC30 ANP, 100% saturating ANP; activation, % at 10 µM; 370,000 tested, 0.14% active; AID 1671463; in the data active = activation above about 40%
# Target sequence (P16066 whole entry, looked up): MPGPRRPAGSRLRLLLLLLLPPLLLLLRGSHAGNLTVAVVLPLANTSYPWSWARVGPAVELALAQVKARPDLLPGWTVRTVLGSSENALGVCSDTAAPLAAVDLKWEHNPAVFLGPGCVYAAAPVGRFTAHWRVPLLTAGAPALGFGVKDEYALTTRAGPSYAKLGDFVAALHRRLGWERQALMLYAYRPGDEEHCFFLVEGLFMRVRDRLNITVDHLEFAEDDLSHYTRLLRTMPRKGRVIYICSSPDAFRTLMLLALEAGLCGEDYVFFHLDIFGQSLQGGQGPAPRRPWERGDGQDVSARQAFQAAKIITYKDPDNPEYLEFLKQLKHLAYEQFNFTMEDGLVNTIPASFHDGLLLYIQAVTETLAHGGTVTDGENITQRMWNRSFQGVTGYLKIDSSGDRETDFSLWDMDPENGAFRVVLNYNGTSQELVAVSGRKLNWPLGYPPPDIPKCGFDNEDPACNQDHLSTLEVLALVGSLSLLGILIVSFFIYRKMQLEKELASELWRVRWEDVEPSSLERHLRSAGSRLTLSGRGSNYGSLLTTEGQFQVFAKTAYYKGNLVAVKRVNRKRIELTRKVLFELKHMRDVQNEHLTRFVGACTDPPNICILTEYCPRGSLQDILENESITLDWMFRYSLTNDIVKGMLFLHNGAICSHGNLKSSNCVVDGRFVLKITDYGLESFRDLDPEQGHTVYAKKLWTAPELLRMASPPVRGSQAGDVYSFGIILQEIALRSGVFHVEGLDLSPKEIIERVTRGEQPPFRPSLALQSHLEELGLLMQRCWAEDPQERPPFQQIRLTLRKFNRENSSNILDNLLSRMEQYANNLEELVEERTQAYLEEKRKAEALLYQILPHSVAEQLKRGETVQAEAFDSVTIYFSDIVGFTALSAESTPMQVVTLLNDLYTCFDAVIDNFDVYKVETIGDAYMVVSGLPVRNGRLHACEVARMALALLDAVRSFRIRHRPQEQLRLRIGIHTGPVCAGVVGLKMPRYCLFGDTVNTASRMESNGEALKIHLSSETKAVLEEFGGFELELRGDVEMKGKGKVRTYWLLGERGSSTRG
# FXN GAA850 act – increases GAA850 frataxin promoter reporter activity; HEK293 lucGAA850 FXN promoter luciferase reporter, 24 h; percent of 10 µM SAHA response; AID 540364; 360,000 tested, 0.56% active; activation, % at 6 µM;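 active = activation above the average of all compounds screened plus 3 SD, cutoff fixed separately per campaign, cut at about 7.5% in these data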;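 also: 0% = DMSO wells and 100% = 10 µM SAHA wells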
# GC-B act – GC-B (human) receptor activation; 370,000 tested, 0.11% active; AID 1920062; P20594; activation, % at 10 µM; HEK293-GC-B cells, CNP EC30, cGMP TR-FRET; 0% at EC30 CNP, 100% saturating CNP;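 active = activation at 10 µM reaching about 35% in either raw or pattern-adjusted values, limit read from the data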
# ADAM10 inh – ADAM10 inhibition, QFRET primary screen; O14672; inhibition, % at 7 µM; AID 720582; 370,000 tested, 0.62% active; recombinant ADAM10, EDANS/DABCYL FRET peptide cleavage, 3 h;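 active = inhibition above a per-campaign cutoff equal to the mean of compounds falling between control-based bounds plus 3 SD, cut at about 20% in these data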;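 also: 0% = DMSO wells while the 100% control is not disclosed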
# ASAP1 inh – ASAP1 ArfGAP inhibition | Q9ULH1 | ASAP1-stimulated ARF1 GTP hydrolysis, GDP FP detection | inhibition, % at 16.5 µM | 360,000 tested, 0.19% active; in the data active = inhibition above about 25%;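 also: 0% = vehicle with enzyme and substrate and 100% = no enzyme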
# ARFGAP1 inhibitor – inhibits rat ARF GTPase activating protein 1; Arfgap1-stimulated ARF1 GTP hydrolysis, GDP FP detection; Q62848; AID 651572; 360,000 tested, 0.26% active; inhibition, % at 16.5 µM;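 active = inhibition above a per-plate limit, mean inhibition of low control wells plus 3 SD, cut at about 25% in these data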;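 also: 0% = DMSO wells with enzyme and 100% = wells lacking Arfgap1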
#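 Material – truncated rat Arfgap1 GAP domain · Buffer or medium – HEPES-based buffer, pH 7.5 · Reagent – human ARF1(Δ1-17)-GTP substrate · Dosing – 16.5 µM single point, 1.26% DMSO · Schedule – GTP hydrolysis reaction 2 h at 25 °C · Technique – GDP detection by fluorescence polarization · Benchmarks – No-Arfgap1 wells (100%) versus DMSO full-reaction wells (0%) · Repeats – single replicate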
# proKLK7 act – activators of human kallikrein-7 zymogen. purified proKLK7, EDANS-DABCYL substrate fluorescence; 100% is mature enzyme control, 0% vehicle. activation, % at 7 µM. 370,000 tested, 0.9% active;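 active = activation above the mean of all tested compounds plus 3 SD, computed per campaign excluding outliers beyond control limits, cut at about 13% in these data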
# Tn6 DDE FP – inhibitors of Tn6 peptide binding to human fibrin DD(E). P02675. Fibrin DD(E) TRITC-Tn6 fluorescence polarization displacement. inhibition, % at 8.3 µM. 370,000 tested, 0.21% active. AID 720509;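 active = inhibition above a per-campaign cutoff: mean of compounds within control limits plus 3 SD, cut at about 15% in these data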;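 also: 0% = median of all compound wells on the plate and 100% = blocking peptide control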
# sPLA2-III inh – Inhibits HGIII-sPLA2 liposome hydrolysis, primary screen; Q9NZ20; QFRET BODIPY PC-A2 liposome hydrolysis, fluorescence; inhibition, % at 12.2 µM; 370,000 tested, 0.56% active;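 active = inhibition above mean plus 3 SD of compounds lying within the high and low control bounds, cut at about 19% in these data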;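 also: 0% = median of test compound wells and 100% = no enzyme DMSO wells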
# The depositor's hits bear a star; . = no result given.
SMILES,rCAG RNA binder,GC-A act,FXN GAA850 act,GC-B act,ADAM10 inh,ASAP1 inh,ARFGAP1 inhibitor,proKLK7 act,Tn6 DDE FP,sPLA2-III inh
Cn1c(-c2ccccc2)cc2c3no[n+]([O-])c3ccc21,1,-6,4.6,-15,6,1,4,-0.3,-8,2
Cc1nc(N2CCOCC2)nc(OCCN(C)C)c1[N+](=O)[O-],-1,1,1.1,-3,4,-1,1,0.4,2,-1
Cc1ccc(S(=O)(=O)NC(=O)Nc2nccs2)cc1,1,-4,1.1,6,-8,3,11,-0.4,-3,13
Cc1cc(NC(=O)c2ocnc2C)no1,3,1,2.0,-2,-4,3,0,0.2,-1,0
O=C(NCCO)C1CCN(C(=O)c2ccc(-c3ccccc3)cc2)CC1,-3,1,2.3,-2,-7,5,3,0.0,5,3
CSc1cccc(NC(=S)N(C(C)C)C(C)c2ccccn2)c1 (configuration not stated),3,-2,2.9,-1,10,2,-11,0.3,-1,5
c1ccc2oc(SCc3nc4ccccc4s3)nc2c1,4,8,1.4,-6,-2,3,6,0.0,4,2
CCn1c(SCc2nc3ccccc3s2)nnc1-c1cccs1,0,-6,3.9,-7,-3,9,3,-0.2,4,-3
O=C(CNS(=O)(=O)c1ccccc1)Nc1ccc(C(F)(F)F)cc1,-1,4,-0.3,-4,0,-12,-6,0.8,-1,-34
O=C(CN1C(=O)c2ccccc2C1=O)Nc1cccc(O)c1,2,4,0.8,0,4,11,1,0.1,2,2
CC(=O)OCc1cc2cc(C)ccc2[nH]c1=O,4,-1,-0.4,-1,-22,-9,-8,-0.7,5,6
Cc1cc(C)nc(SCC(=O)c2ccc3c(c2)OCCO3)n1,-3,2,-1.1,3,4,5,0,0.1,-2,-44
COc1ccc(NC(=O)c2cc(-c3cc(F)ccc3OC)n[nH]2)cn1,5,10,0.9,7,6,6,-11,-0.2,-3,-13
CCC(=O)Nc1ccc(Nc2nc(Cl)nc(Nc3ccc(NC(=O)CC)cc3)n2)cc1,3,42*,3.4,23,3,12,2,1.1,1,0
COC(=O)C1=C(C(=O)OC)[C@@H]2Nc3ccccc3[C@@]23C[C@@H](C(=O)OC)N(C(=O)c2ccco2)C3=N1,-3,-2,-1.8,-2,0,1,14,0.6,5,-1
CCOC(=O)c1ccccc1NC(=O)c1cc2sccc2n1C,4,-7,0.7,-6,-2,1,9,-0.3,1,3
CC1CC(C)CN(C(=S)SCc2nc(N)nc(Nc3ccccc3)n2)C1 (configuration not stated),7,-10,2.8,-4,28*,13,10,0.3,-3,-17
COc1ccc([C@H]2C[C@H](O)[C@@H](n3cc(-c4ccc(F)cc4)nn3)CN2CC2CCCCC2)cc1,3,-8,0.3,-9,-4,-11,-15,0.3,8,3
Cc1ccc(C)c2[nH]c(=O)c(CN(Cc3nnnn3C3CCCCC3)CC3CCCO3)cc12 (configuration not stated),-2,-6,0.8,-1,-45,5,-9,2.7,1,-5
CC(C)(C)n1nc2c(c1NC(=O)Cc1ccc(F)cc1)CS(=O)(=O)C2,-1,3,0.2,8,-5,0,-1,0.2,7,3
Cc1ccc(C2CCN(C(=O)Nc3ccc(F)cc3)C2)cc1 (configuration not stated),-6,-2,4.8,-9,0,7,-8,0.0,-1,-2
COC(=O)c1cc2c(c3c4ccccc4n(S(=O)(=O)c4ccccc4)c13)C(=O)N(Cc1ccc(N(C)C)cc1)C2,17,1,.,4,10,-2,17,-1.9,10,7
CC1CCCC(C)N1C(=O)CSc1nnc(NC(=O)Cc2cccs2)s1 (configuration not stated),-2,3,0.3,15,3,-3,9,0.1,0,-1
O=C(Nc1ccccc1C(F)(F)F)c1cc(-c2ccccc2O)on1,6,-5,2.9,-1,9,-14,4,-0.2,-3,-12
CC(=O)NCCNc1nc2cc(-c3ccc(C)cc3)sc2c(=O)n1C,4,5,1.8,0,-61,3,3,0.0,-7,-8
C/C(=N\NC(=O)c1ccc2ccccc2c1)c1cccs1,-2,-1,2.7,3,-5,-4,9,0.0,-4,4
COC(=O)C[C@H]1C=C[C@H](NC(=O)c2cccc(F)c2)[C@@H](CO)O1,0,-1,.,6,-11,-4,-5,0.8,5,5
COc1ccc(/C=N/NC(=O)Cc2csc(Nc3cccc(C(F)(F)F)c3)n2)cc1C,7,-5,-1.0,7,28*,-1,19,-0.2,-12,-31
CCOC(=O)c1cc(-c2csc(-c3ccc(C(C)(C)C)cc3)n2)on1,0,-3,-4.7,-6,4,0,8,-0.2,-3,1
CCOC(=O)N1CCC(N2C(=O)c3ccccc3C2Nc2ccccc2)CC1 (configuration not stated),2,-8,-0.4,-5,3,5,6,-0.1,5,-1
Cc1cc(C)n(CC(=O)N/N=C/c2ccc([N+](=O)[O-])s2)n1,2,0,1.8,0,1,-13,-3,-0.4,4,-1
O=C(Nc1c2c(nn1-c1ccccc1)CS(=O)(=O)C2)c1ccc2c(c1)OCO2,-1,1,0.6,-5,1,-9,3,-0.2,-5,9
COc1ccccc1C(=O)NC(CCSC)C(=O)NC1CC1 (configuration not stated),0,-1,0.7,-2,-6,-1,4,0.1,-2,5
CC(C)(C)OC(=O)N(CCc1ccccc1)Cc1ccc(OCc2cccc(NC(=O)C3CCCC3)c2)cc1,7,5,-0.6,-2,-9,7,-3,-0.1,-5,-7
Nc1c2c(nn1-c1ccc(F)cc1)CSC2,9,-2,0.9,-9,1,-1,18,-1.1,2,2
CC1CCCN(C(=O)C2CCN(CC(C)c3ccccc3)CC2)C1 (configuration not stated),-4,-1,-3.2,2,4,-9,-2,-0.3,2,2
CCCCN(CCCNC(=O)c1ccc(CS(=O)(=O)c2c(Cl)cccc2Cl)o1)Cc1ccccc1,-9,-6,-2.6,-8,-5,2,-1,-0.2,3,-36
COc1ccc(CCNC(=O)C2CCC(CNS(=O)(=O)c3ccc(F)cc3)CC2)cc1OC (configuration not stated),-4,5,0.2,-6,4,3,-5,-0.6,10,-1
Brc1ccc(-c2nc3ncccn3c2NC2CCCCC2)o1,-3,20,-2.5,28,-12,-10,-6,1.4,-2,9
COc1ccc(-c2noc(CN3CCCCC3c3nccn3C)n2)cc1 (configuration not stated),-9,-2,-0.2,-2,4,-4,3,-0.2,-4,-1
COc1ccc(C(=O)Nc2ccc(Cl)c(S(=O)(=O)Nc3ccccc3OC)c2)cc1,11,-6,-4.8,-1,21*,16,5,-0.5,-4,-18
CCOc1ccccc1NC(=O)C1CCCN(S(=O)(=O)c2ccc3c(c2)CCCN3C(C)=O)C1 (configuration not stated),0,1,-2.6,2,2,-10,-5,0.4,-4,-8
Cc1ccc2c(c1)nnn2C1CCN(CC(=O)NCCc2nc3ccccc3[nH]2)CC1,-4,-9,0.6,-1,-2,7,2,-0.6,6,-5
O=C(NCc1ccncc1)C(=O)N/N=C/c1ccc(OCc2ccccc2)cc1,-2,1,0.9,2,-12,31*,58*,-0.1,-7,-1

# Screening data (PubChem BioAssay)
